Bioassay records from PubChem.
Rat MKP-3 inhibitors: inhibition of rat DUSP6 enzyme activity – biochemical, in vitro, primary screen (AID 425); 110,000 compounds, 0.17% hits; one-dose inhibition, % at 20 µM; IC50 in µM for titrated hits; recombinant MKP-3 phosphatase activity, fluorescence; higher % means a stronger effect; in the data active = inhibition above about 50%;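 also: plate controls were vehicle for no effect and reference inhibitor for full effect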
Hsp70 displacement: Hsp70 inhibitors, probe displacement, primary screen, biochemical, fluorescence polarization (AID 583); Hsp70 fluorescence polarization probe displacement, mP; higher % means a stronger effect; one-dose displacement, % at 20 µM; IC50 in µM for titrated hits; 140,000 compounds, 0.06% hits; in the data active = displacement above about 50%;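 also: plate controls were vehicle for no effect and reference ligand for full effect; a part of the inactive calls stands beside numbers as strong as those of hits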
* marks the source's active call; other numbers are inactive results; . = no result given; & = joins results of further samples. Not all compounds are listed; rates above refer to the full screens.

SMILES	Rat MKP-3 inhibitors	Hsp70 displacement
CCCNC(=O)c1ccccc1NC(=O)CN(c1ccccc1OCC)S(C)(=O)=O	-5.8%	7.4%
O=C(NC(CO)C(O)c1ccc([N+](=O)[O-])cc1)c1ccc2ccccc2n1 (configuration not stated)	0.8%	-1.7%
COc1ccc(CCNC(=O)CSc2nnnn2-c2ccccc2)cc1	-14.2%	1.6%
CC(=O)Nc1ccccc1NC(=O)COc1cccc(C)c1	1.6%	0.5%
CCOC(=O)c1[nH]c(C)c(C(=O)Nc2ccc(Cl)cc2)c1C	-0.5%	-1.8%
CCOC(=O)N1CCC(NC(=O)c2cn(-c3ccc(OC)cc3)c(=O)c3ccccc23)CC1	-3.9%	2.0%
CC1(C)CC(=O)CC(=Nc2ccccc2N)C1	-2.3%	-2.4%
Cc1ccc(CN2CCN(N=Cc3ccc(Br)cc3)CC2)c(C)c1	-2.1%	1.3%
COc1ccccc1C1CC(c2cccs2)=Nc2ccccc2S1 (configuration not stated)	.	6.3%
NC(=O)C1CC(=O)N(Cc2ccc3c(c2)OCO3)C(=Nc2ccccc2)S1 (configuration not stated)	-11.3%	-1.5%
COc1cc(/C=C2\C=C(c3ccc(Cl)cc3)OC2=O)cc(Br)c1OC	3.0%	-5.9%
Cc1ccc(-c2nc(-c3ccc(F)cc3)no2)cc1	1.0%	-3.1%
COC(=O)C1=C(C)N(C)C(C)=C(C(=O)OC)C1c1ccc(SC)cc1	2.2%	-2.9%
Cc1cc(=O)[nH]c(N/N=C/c2ccc(O)cc2)n1	-0.6%	-2.2%
N#CC(C(=O)O)=C1C2CC3CC(C2)CC1C3	-3.7%	-3.9%
COc1cccc(OCCOc2ccccc2/C=C2/SC(=S)NC2=O)c1	-2.5%	-4.2%
O=C(CSc1nnnn1C1CCCCC1)NCCc1ccccc1	-2.5%	6.7%
CCN(CC)S(=O)(=O)c1cccc(-c2nnc(SCC(=O)NCCC3=CCCCC3)n2N)c1	3.6%	-1.8%
CC(=O)n1nc(-c2ccco2)nc1SCc1ccccc1	-1.8%	3.9%
CCCc1nc(N)c(C#N)c(-c2ccco2)c1CC	-5.2%	-1.3%
O=C(O)c1ccccc1-c1ccc(/C=c2\sc3nc4cc(Br)cnc4n3c2=O)o1	52.1%*	.
Cc1cc(Br)ccc1N1C(=O)/C(=C/c2cc(C)n(C)c2C)C(=O)NC1=S	0.5%	-2.7%
O=C1/C(=C/c2cccc(Br)c2)SC(=S)N1CC(=O)N(CCO)c1ccccc1	2.1%	-6.4%
CCC1CCCCN1C(=O)Nc1ccc(F)cc1 (configuration not stated)	-16.9%	6.5%
CC(C)(C)C(=O)/C=C(N)/C=C/c1ccccc1	5.7%	1.0%
COC(=O)c1cc(NC(=O)c2c(Cl)nc3sccn23)cc(C(=O)OC)c1	-0.9%	2.5%
Cc1ccc(S(=O)(=O)Nc2nncs2)cc1	-8.3%	-3.4%
COc1ccccc1OCCn1c(CO)nc2ccccc21	3.9%	-0.2%
O=[N+]([O-])c1ccc(NC(=S)N/C(=N/CS(=O)(=O)c2ccccc2)c2ccccc2)cc1	.	0.6%
Cc1cc(C)c2c(n1)SCC(=O)N2CC(=O)NCCC1=CCCCC1	-8.4%	-3.2%

Continued, overlapping the part above by two compounds.
SMILES	Rat MKP-3 inhibitors	Hsp70 displacement
O=[N+]([O-])c1ccc(NC(=S)N/C(=N/CS(=O)(=O)c2ccccc2)c2ccccc2)cc1	.	0.6%
Cc1cc(C)c2c(n1)SCC(=O)N2CC(=O)NCCC1=CCCCC1	-8.4%	-3.2%
O=C1CSC(=Nc2cc(Cl)ccc2Cl)N1	-6.7%	-1.6%
CC(=O)C(=Nc1ccccc1Cl)NNc1cccc(Cl)c1C	2.9%	2.7%
CC(=O)c1ccc(NC2=C(Cl)C(=O)c3ccccc3C2=O)cc1	-8.2%	2.9%
CCOC(=O)C1CCN(Cc2ccc(F)c(F)c2)CC1	.	-1.2%
Fc1ccc(NC(=S)Nc2ccc(Br)c(Cl)c2)cc1	1.4%	4.1%
Cc1ccc(C)c(NC(=O)c2ccccc2O)c1	-2.9%	-2.6%
O=C(Nc1ccc(Cl)cc1)Nc1nnc(-c2cccc(Br)c2)s1	-0.9%	0.4%
COc1ccc(C(=O)N2CCN(Cc3cccc(C)c3)CC2)cc1	4.1%	-0.7%
N#CC1=C(O)C(c2ccccc2)n2c1nc(=O)c1ccccc12 (configuration not stated)	-15.8%	0.2%
O=C(COc1ccc2ccccc2c1)N1CCc2ccccc21	-1.5%	1.1%
Cc1ccc(C2NC(=S)NC3=C2N2CCC3CC2)cc1 (configuration not stated)	.	3.6%
N#C/C(=C\c1ccc[nH]1)S(=O)(=O)c1ccccc1	-5.9%	4.2%
O=C(N1CCCCCC1)N1CCN(C(=O)N2CCCCC2)CC1	-6.0%	-4.0%
CCOc1ccc(N2C(=O)CC(Cc3ccccc3)C2=O)cc1 (configuration not stated)	-2.9%	4.5%
c1ccc2c(c1)CCN(c1ncnc3nc[nH]c13)C2	-7.7%	1.3%
CCc1nnc(NC(=O)C2CC(=O)N(c3ccc(C)cc3)C2)s1 (configuration not stated)	-9.9%	1.1%
Cc1ccsc1C=NN1CCN(Cc2ccccc2)CC1	1.6%	-4.6%
CCOc1cc(C2C(C(=O)OC)=CN(C3CCCC3)C=C2C(=O)OC)cc(Br)c1O	-7.7%	-1.3%
COc1cccc(OCCCN2CCOCC2)c1	-1.4%	5.0%
O=C(COC(=O)c1cccc(S(=O)(=O)N2CCc3ccccc32)c1)NC1CCS(=O)(=O)C1 (configuration not stated)	-13.8%	5.7%

Random excerpt: five compounds from above
SMILES	Rat MKP-3 inhibitors	Hsp70 displacement
CCCc1nc(N)c(C#N)c(-c2ccco2)c1CC	-5.2%	-1.3%
O=C(Nc1ccc(Cl)cc1)Nc1nnc(-c2cccc(Br)c2)s1	-0.9%	0.4%
COc1ccccc1C1CC(c2cccs2)=Nc2ccccc2S1 (configuration not stated)	.	6.3%
CCOc1ccc(N2C(=O)CC(Cc3ccccc3)C2=O)cc1 (configuration not stated)	-2.9%	4.5%
CC(=O)c1ccc(NC2=C(Cl)C(=O)c3ccccc3C2=O)cc1	-8.2%	2.9%

Next part
SMILES	Rat MKP-3 inhibitors	Hsp70 displacement
COc1ccc(C2NC(=O)CCC2[N+](=O)[O-])c(OC)c1OC (configuration not stated)	0.0%	5.0%
NC1=NC2(CCCCC2)N=C(Nc2ccc(F)cc2F)N1	0.7%	-1.7%
C1CN(CC23CC4CC(CC(C4)C2)C3)CCO1	.	-1.9%
COc1ccc(-c2nn3c(-c4ccccn4)nnc3s2)cc1OC	-11.0%	7.7%
COC(=O)[C@H](C)NC(=O)NC1CCN(Cc2ccccc2)CC1	.	1.1%
CC(NC(=O)CSc1ncnc2nc[nH]c12)c1ccccc1 (configuration not stated)	-1.0%	.
O=C1CC(C(=O)NCc2ccccc2)C2(CCCC2)O1 (configuration not stated)	-9.0%	4.4%
Oc1ccccc1CNc1ncc(Br)cc1Br	.	0.3%
COCC(=O)NCCc1nc(-c2ccccc2)cs1	-0.8%	2.0%
Cc1ccc(S(=O)(=O)NCC(=O)OCC(=O)N2CCc3ccccc32)cc1	-0.1%	-4.1%
COc1ccc(C2=NCCNC(C(F)(F)F)=C2)cc1	4.4%	-1.2%
CC(C)(C)c1ccc(-c2nnc(SCCN3C(=O)c4ccccc4C3=O)o2)cc1	.	-3.3%
CCOC(=O)CSc1nnc(CNC(=O)Cc2ccccc2)n1-c1ccccc1OC	4.8%	-1.3%
CCOC(=O)Cc1csc(NC(=O)c2ccoc2C)n1	-5.4%	3.3%
COc1ccc(OC(C)C(=O)N2CCC(C)CC2)cc1 (configuration not stated)	.	1.6%
CCCCNC(=O)c1cnc2n(c1=O)CCS2	0.8%	-2.2%
Nc1nnnn1CC(=O)N/N=C/c1ccc(Cl)cc1	-0.3%	-1.9%
Cc1cccc(N2C(=O)NC(=O)/C(=C\c3cc(C)n(-c4cccnc4)c3C)C2=O)c1	-2.7%	8.7%
COCCCNC(=O)c1c(N)n(-c2ccc3c(c2)OCO3)c2nc3ccccc3nc12	3.3%	-2.0%
O=C(c1cn[nH]c1)c1cc(F)ccc1O	-10.7%	-1.2%
Cc1ccc(S(=O)(=O)N(CC(=O)N2CCC(C(N)=O)CC2)c2cccc(C(F)(F)F)c2)cc1	-4.8%	-3.2%
CC(C)CC(OC(=O)c1nsc(Cl)c1Cl)C(=O)NCc1cccs1 (configuration not stated)	.	2.9%
Cc1cc(C(=O)Nc2ccccc2C(=O)O)ccc1NC(=O)CC(C)C	-2.5%	-1.5%
CCc1nccn1S(=O)(=O)c1cc(Br)ccc1OC	-8.2%	.
O=C(NC1(C(F)(F)F)C(=O)Nc2c1c(=O)[nH]c(=O)n2Cc1ccccc1)c1ccc(Cl)cc1Cl (configuration not stated)	.	-6.8%
N#CC1=C(N)C(C#N)(C#N)C2(C(=O)Nc3ccccc32)C2CCCC=C12 (configuration not stated)	-3.3%	0.1%
CCN(CC)c1ccc(C=C2C(=O)NC(=S)NC2=O)cc1[N+](=O)[O-]	-0.2%	-0.2%
O=C(CN1C2=NCCCN2c2ccccc21)c1ccc(Br)cc1	0.2%	11.8%
N#CCCCSc1nnc(Cc2ccc3c(c2)OCO3)o1	.	0.1%
Cc1nn(Cc2ccc(Cl)cc2)c(C)c1NC(=O)C1CC=CCC1C(=O)O (configuration not stated)	1.5%	2.3%
Cc1cc(C(=O)O)c(CSc2ncn[nH]2)o1	-1.6%	-4.7%
Cc1cc(C)nc(SCNC(=O)c2ccccc2)n1	.	2.3%
O=C(NCc1cccnc1)C1c2ccccc2C(=O)N1C1CCCCCCC1 (configuration not stated)	-1.7%	1.9%
O=CN1Cc2[nH]c3ccccc3c2N(c2ccc(Cl)cc2)C1=O	-6.4%	7.7%
Cc1sc2nc(C3CC3)nc(N3CCN(S(=O)(=O)c4ccc(F)cc4)CC3)c2c1C	5.1%	-10.4%
Cn1c(=O)c2c(nc(N3CCOCC3)n2C)n(C)c1=O	-16.1%	-6.4%
O=P(C1=C(N2CCOCC2)/C(=C\c2ccccc2)CC1)(N1CCOCC1)N1CCOCC1	-4.6%	-1.1%
CSc1ncccc1C(=O)OCc1ccccc1F	-2.7%	-5.0%
CCOC(=O)C1=C(N)Oc2c(ccc3ccccc23)C1c1ccc(OC)cc1 (configuration not stated)	5.8%	-0.7%
Cc1ccc(-c2nc(CSCC(=O)NCCN3CCN(Cc4ccccc4)CC3)c(C)o2)cc1	.	9.8%

Filtered by structure: the entries above with a furan ring, fused or not
SMILES	Rat MKP-3 inhibitors	Hsp70 displacement
CC(=O)n1nc(-c2ccco2)nc1SCc1ccccc1	-1.8%	3.9%
CCCc1nc(N)c(C#N)c(-c2ccco2)c1CC	-5.2%	-1.3%
O=C(O)c1ccccc1-c1ccc(/C=c2\sc3nc4cc(Br)cnc4n3c2=O)o1	52.1%*	.
CCOC(=O)Cc1csc(NC(=O)c2ccoc2C)n1	-5.4%	3.3%
Cc1cc(C(=O)O)c(CSc2ncn[nH]2)o1	-1.6%	-4.7%

(list continues)
SMILES	Rat MKP-3 inhibitors	Hsp70 displacement
Cc1ccc(-c2cc3nc(C)c(C)c(=O)n3[nH]2)cc1	2.8%	-1.4%
COC(=O)c1ccc(S(=O)(=O)NCc2cccc(OC)c2)n1C	3.6%	0.4%
Cc1cc(NC(=O)c2cc(-c3ccccc3)on2)n(-c2ccccc2)n1	-11.7%	8.6%
CCOC(=O)Cc1cc(=O)n2[nH]c(C)c(-c3ccccc3)c2n1	-8.5%	5.1%
CC(=O)Nc1ccc(S(=O)(=O)N2CCCC2C(=O)O)cc1 (configuration not stated)	10.3%	4.7%
O=c1sc2ccccc2n1CCOc1ccccc1	2.7%	-4.4%
O=C(Cn1cnc2ccccc2c1=O)Nc1ccc2c(c1)OCCO2	7.9%	-1.7%
CCC(C)Sc1nc2ccccc2n1CC(=O)O (configuration not stated)	.	-0.2%
COC(=O)C(F)(F)Sc1c(C)[nH]c2ccccc12	1.8%	-4.8%
Cc1ccccc1OCC(=O)N1N=C(c2ccc(F)cc2)CC1(O)C(F)(F)F (configuration not stated)	4.5%	2.2%
O=C(Nc1cccnc1)C1CC2CCC1C2 (configuration not stated)	-2.9%	-2.6%
CCCOc1cccc(C(=O)Nc2cccc(OC)c2)c1	6.3%	-4.7%
COc1ccc(C(=O)NCC(c2cccnc2)N2CCN(c3ccc(F)cc3)CC2)cc1OC (configuration not stated)	-3.1%	-4.0%
CCOc1ccc(N2C(=O)/C(=C/c3ccc(C(C)C)cc3)C(=O)NC2=S)cc1	4.3%	9.3%
CCOC(=O)c1c(NC(=O)c2c(C(=O)O)cccc2[N+](=O)[O-])sc(C)c1C	2.9%	.
COc1cccc(N2C(=O)NC(=O)/C(=C/C=C/c3ccco3)C2=O)c1	6.7%	3.7%
CCn1nnc(NC(=O)COc2ccc(C3CCCCC3)cc2)n1	-1.2%	-5.5%
CC(C)(C)/C(O)=C/c1nc2cc([N+](=O)[O-])ccc2[nH]c1=O	1.3%	-4.1%
O=C(NCc1ccc(Cl)cc1)c1cc(=O)nc2sc(-c3ccccc3)nn12	.	4.0%
CSc1nc(O)c(Cc2ccccc2)c(=O)n1-c1ccccc1	2.7%	-5.3%
COc1ccccc1OCCCc1c(C)n[nH]c1C	-13.6%&-1.6%	3.3%&-5.5%
CCCC(C)NC(=O)c1ccc(-c2ccccc2)cc1 (configuration not stated)	4.0%	-2.7%
COc1cccc(N2CCN(C3C4CC5CC(C4)CC3C5)CC2)c1 (configuration not stated)	.	1.5%
COc1ccc(NC(C)=O)cc1NC(C)C(=O)Nc1ccccc1F (configuration not stated)	-7.7%	-2.7%
CC(C)(C)n1ncc(Oc2ccc(Oc3cnn(C(C)(C)C)c(=O)c3Cl)cc2)c(Cl)c1=O	.	1.3%
